KCNK3 block: human KCNK3 channel inhibition, primary screen; actives 0.84% (n = 340,000); CHO-KCNK3 thallium flux, FluxOR fluorescence; active compounds read low; B-score at 10 µM;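 active means B-score under library mean minus 4 SD, starting fluorescence ratio at most library mean plus 5 SD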;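 further: more negative B-score means stronger inhibition of thallium flux through KCNK3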
Target sequence (O14649 whole entry, looked up): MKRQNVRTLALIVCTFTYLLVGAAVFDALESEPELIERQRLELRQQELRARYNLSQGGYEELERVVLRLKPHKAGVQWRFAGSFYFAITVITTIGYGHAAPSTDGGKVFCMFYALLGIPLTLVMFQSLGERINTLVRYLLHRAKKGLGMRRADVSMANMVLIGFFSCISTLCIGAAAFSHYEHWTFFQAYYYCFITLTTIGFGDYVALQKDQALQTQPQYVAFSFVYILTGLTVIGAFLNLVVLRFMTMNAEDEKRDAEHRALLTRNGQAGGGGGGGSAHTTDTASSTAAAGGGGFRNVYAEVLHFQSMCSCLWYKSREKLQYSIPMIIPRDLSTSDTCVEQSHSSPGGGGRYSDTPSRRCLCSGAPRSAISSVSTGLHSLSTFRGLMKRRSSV
Calls only; i = inactive. These rows are one share of the data; count on the stated rates, not on these rows.

KCNK3 block	Structure
i	CC(C)(C)S(=O)N1Cc2cc(CO)cc(CCO)c2[C@@H]1CCO (stereo partly drawn)
i	Cc1cc2c(cc1C)N(C(=O)CCl)CCN2C(=O)CCl
i	Cc1ccc(S(=O)(=O)N2CCN(CCc3ccncc3)CC2)cc1
i	COc1cc[n+]([O-])cc1[N+](=O)[O-]
i	C=C(CC[C@@H](O)C(C)(C)O)[C@H]1CC[C@]2(C)[C@@H]1CCC1[C@@]3(C)CCC(=O)C(C)(C)C3CC[C@]12C (stereo partly drawn)
i	C=CCn1c(SCC(=O)N(CC)C2CCS(=O)(=O)C2)nc2sc3c(c2c1=O)CCC3 (stereo not drawn)
i	CC(C)C[C@H]1CN([C@@H](CC(C)C)CN2CCCC2CN2C(=S)NC[C@@H]2Cc2ccc(O)cc2)C(=S)N1CC1CCCCC1 (stereo partly drawn)
i	O=C(O)c1cccc2c1-c1c(cccc1[N+](=O)[O-])C2
i	Cc1ccc(C)c(NC(=O)CN(C)C(=O)C2COc3ccccc3O2)c1 (stereo not drawn)
i	O=C(CN1C(=O)NC2(CCCc3ccccc32)C1=O)c1ccccc1F (stereo not drawn)
i	CCOc1ccc(S(=O)(=O)N=C(c2ccccc2)N2CCOCC2)cc1
i	COc1ccc(CCCN2CCC(CN3CCNC(=O)C3=O)CC2)cc1OC
i	Cn1c(SCC(=O)NC2CCCC2)nnc1C(F)(F)F
i	Cc1cc2[nH]c3c4ccccc4nc(C)c3c2cc1C
i	CC1CC(C)CN(C(=O)COC(=O)CN2C(=O)c3ccccc3C2=O)C1 (stereo not drawn)
i	O=C1CCC(C(=O)OC(C(=O)Nc2cc(Cl)cc(Cl)c2)c2ccccc2)=NN1 (stereo not drawn)
i	CC(C)C[C@H]1CNC(=S)N1CC1CCCN1C[C@H](CC(C)C)N1C[C@H](Cc2ccc(O)cc2)N(CC2CCCCC2)C1=S (stereo partly drawn)
i	N#Cc1ccc(OCC(=O)NNC(=O)C2CCCCC2)cc1
i	CCN1C[C@@H]2[C@@H]3C(=O)N(C)C(=O)[C@@H]3[C@](Cc3ccccc3)(C(=O)OC)N2C1=NCc1ccccc1
i	O=C(CN1C(=O)c2cccc([N+](=O)[O-])c2C1=O)NNC(=O)c1ccc(F)cc1
i	Cc1c(C(=O)O)sc(S(=O)(=O)N2CCN(C(=O)Cc3ccc(F)cc3)CC2)c1C(=O)O
i	COc1ccc(S(=O)(=O)N2CCCCC2)cc1NC(=O)Cn1cnc2ccccc2c1=O
i	Oc1cccnc1CN1CCOCC1
i	CC1CC(C)(C)CC2(C1)NC(=O)N(CC(=O)Nc1c(F)cccc1F)C2=O (stereo not drawn)
i	Cc1ccc(C(=O)OC(C)C(=O)NC2CCCCC2)cc1S(=O)(=O)N1CCCCC1 (stereo not drawn)
i	CN(C)C(CNC(=O)c1cc(-c2ccco2)nc2ccccc12)c1ccccc1 (stereo not drawn)
i	Cc1cccc2nnc(-c3ccccc3)n12
i	CCCC[C@@H]1C=C(C(=O)O)[C@H](c2ccc(C)cc2)N1S(=O)(=O)c1ccc(C)cc1
i	CCOC(=O)CC[C@H](NC(=O)Cn1cnc2c(OCc3ccccc3)ncnc21)C(=O)OCC
i	Cc1cc(NC(=O)C(Cl)Cl)cc2c1OCO2
i	Cc1cnc(C(=O)OCC(=O)Nc2ccc(Br)cc2F)cn1
i	O=C(Cn1c(=O)oc2ccccc21)N1CCN(S(=O)(=O)c2ccccc2)CC1
i	CCOc1ccc(NC(=O)OCCN2CCN(CCc3ccccc3)C(C)C2)cc1 (stereo not drawn)
i	O=C(Nc1cc(S(=O)(=O)N2CCOCC2)ccc1N1CCCC1)c1ccc(F)cc1
i	Cc1cc(C)n(-c2ccc(C(=O)OCC(=O)Nc3ccccc3F)cc2)n1
i	COc1ccc2nc(SC(C)C(=O)NC3(C#N)CCCCC3)[nH]c2c1 (stereo not drawn)
i	CC1CCN(C(=O)c2ccc(S(=O)(=O)N3CCCC3)cc2)CC1
i	C[C@H](NC(=O)Cc1cccc2ccccc12)C(=O)N1CCOCC1
i	CCOC(=O)N1CCC2CC1c1cc(Cl)ccc12 (stereo not drawn)
i	N#Cc1ccccc1NC(=O)COC(=O)CN1C(=O)C2CCCCC2C1=O (stereo not drawn)
i	Oc1ccc(C[C@H]2CNC(=S)N2CC2CCCN2C[C@H](Cc2ccccc2)N2C[C@H](Cc3ccc(O)cc3)N(CC3CCCCCC3)C2=S)cc1 (stereo partly drawn)
i	NC1=NOC(=O)C1C1CCCCC1 (stereo not drawn)
i	O=C1OC(Sc2ccccc2)(c2ccccc2)c2ccccc21 (stereo not drawn)
i	O=C(COC(=O)c1ccc(S(=O)(=O)N2CCCCCC2)cc1)NCc1ccc(Cl)cc1
i	CN(C)c1nc(=NCc2cccs2)ss1
i	Cc1cc(NC(=O)COC(=O)C2CSC3(C)CCC(=O)N23)ccc1Br (stereo not drawn)
i	COCCN(CC(=O)Nc1cccc(C)c1C)C(=O)c1ccc(S(=O)(=O)N2CCOCC2)cc1
i	Cc1nc(SCC(=O)NNC(=O)c2ccc(F)cc2)c2ccccc2n1
i	O=C(Nc1ccc(F)cc1F)c1cccc(S(=O)(=O)N2CCCCC2)c1
i	CCN(CC)CCN(C(=O)/C=C/c1cccs1)c1nc2ccc(OC)cc2s1
i	NC(=O)c1ncn([C@@H]2O[C@H](CNCc3cnc(N4CCOCC4)s3)[C@@H](O)[C@H]2O)n1
i	C[C@@H]1CN([C@H](C)CO)C(=O)c2cc(NC(=O)Nc3ccc(F)cc3)ccc2O[C@H]1CN(C)C(=O)Nc1ccc(C(F)(F)F)cc1
i	O=C(CCS(=O)(=O)c1ccccc1)Nc1ccc(N2CCN(Cc3ccccc3)CC2)cc1
i	Cc1ccc(NC(=O)CC(C)c2ccccc2)cc1S(=O)(=O)N1CCOCC1 (stereo not drawn)
i	CN1OC[C@@H]2CN(Cc3ccc(Cl)cc3)[C@H](c3cccc(Br)c3)C[C@@H]21
i	CCN(C(=O)CSc1nnc(-c2ccco2)n1C)c1c(N)n(Cc2ccccc2)c(=O)[nH]c1=O
i	CCOc1ccc(CN(C)CC(=O)Nc2ccccc2C(=O)NC2CC2)cc1
i	CC(C)(C)OC(=O)N1CCC(C(=O)Nc2cccc(C(=O)NCCCCc3ccccc3)c2)CC1
i	COc1ccc(C(CNC(=O)c2cc3ccccc3o2)N2CCCC2)cc1 (stereo not drawn)
i	Cc1cccc(-n2ccnc2SCC(=O)c2c(N)n(C3CC3)c(=O)[nH]c2=O)c1C

The listing continues:
KCNK3 block	Structure
i	CCN(C(=O)CSc1nccc(=O)[nH]1)C1CCCCC1
i	CN1C[C@@H]2[C@@H]3C(=O)N(C)C(=O)[C@@H]3[C@](Cc3ccccc3)(C1=O)N2C(=O)c1ccc(Cl)cc1
i	COc1ccc(NC(=O)CSc2nncs2)cc1S(=O)(=O)N1CCCCC1
i	O=C1NC[C@H](Cc2ccccc2)N(CC2CCN(CCC34CC5CC(CC(C5)C3)C4)CC2)C1=O
i	COc1nc(N)nc2c1ncn2C1OC(CO)CC1O (stereo not drawn)
i	CCCCC(CCc1ccccn1)C(=O)c1ccccc1 (stereo not drawn)
i	O=C(OCc1ccccc1)N1CCC2CC1c1cc(-c3ccc4c(c3)OCO4)ccc12 (stereo not drawn)
i	Cc1nc(SCC(=O)N(C)C2(C#N)CCCCC2)c2ccccc2n1
i	CS(=O)(=O)c1ccc(NC(=O)CCN2C(=O)NC3(CCCC3)C2=O)cc1
i	O=C(Cn1cnc2c(NCc3ccccc3)ncnc21)NCc1ccccc1
i	O=C1OC(=O)c2c(Br)c(Br)c(Br)c(Br)c21
i	COc1cc(C(=O)OCc2cccc(OC)c2OC)ccc1OCC(=O)N1CCOCC1
i	CCN(CC(=O)Nc1ccccc1OC)C(=O)CSCC(=O)Nc1cccc(C)c1
i	CCN(C[C@H]1N[C@@](CC)(C(=O)OC)[C@H]2C(=O)N(Cc3ccccc3)C(=O)[C@@H]12)C(=O)Nc1ccc(OC)cc1
i	CC(NS(=O)(=O)c1ccc2ccccc2c1)c1ccccn1 (stereo not drawn)
i	CC1Cc2ccccc2N1C(=O)c1ccc2snnc2c1 (stereo not drawn)
i	CCN([C@H](CO)CC(C)C)S(=O)(=O)c1ccccc1
i	Cc1ccc(C(=O)c2ccccc2C(=O)OCC(=O)N2CCCC2)cc1
i	CN(C(=O)c1ccc(NC(=O)Cc2ccc(NC(=O)C3CCCN(C(=O)C4CC4)C3)cc2)cc1)C1CCCC1 (stereo not drawn)
i	COc1ccc(-c2noc(CCC(=O)N3CCN(c4ccccc4Cl)CC3)n2)cc1
i	CC(=O)Nc1ccccc1C
i	CC1CCC2(CC1)NC(=O)N(CC(=O)N1CCN(c3ccccc3)CC1)C2=O (stereo not drawn)
i	CCCN(CC(=O)Nc1ccccc1OC)C(=O)CCC(=O)c1ccc(OCC)cc1
i	C=CC[C@@H](CC(=O)N[C@H](CO)Cc1ccccc1)C(=O)N[C@@H](COC(=O)[C@@H](CC=C)CC(=O)OC(C)(C)C)Cc1ccccc1
i	O=C1NC(=O)C2(CCCC2c2ccccc2)N1 (stereo not drawn)
i	Cc1oc(-c2cccs2)nc1CNC[C@H]1O[C@@H](n2cnc(C(N)=O)n2)[C@H](O)[C@@H]1O
i	O=C1c2ccccc2NC(c2ccc(-c3cccs3)o2)N1O (stereo not drawn)
i	CC(C)C[C@H]1CN([C@@H](Cc2ccc(O)cc2)CN2CCC[C@@H]2CN2C(=O)C(=O)NC[C@@H]2Cc2ccccc2)C(=O)C(=O)N1CC1CCCCC1
i	O=C(CN1C(=O)NC(Cc2ccccc2)C1=O)Nc1ccc(F)c(Cl)c1 (stereo not drawn)
i	COc1ccccc1N1CC(C(=O)NC2CCCCCC2)CC1=O (stereo not drawn)

The closing 3 records of the part above open the next one:
KCNK3 block	Structure
i	CC(C)C[C@H]1CN([C@@H](Cc2ccc(O)cc2)CN2CCC[C@@H]2CN2C(=O)C(=O)NC[C@@H]2Cc2ccccc2)C(=O)C(=O)N1CC1CCCCC1
i	O=C(CN1C(=O)NC(Cc2ccccc2)C1=O)Nc1ccc(F)c(Cl)c1 (stereo not drawn)
i	COc1ccccc1N1CC(C(=O)NC2CCCCCC2)CC1=O (stereo not drawn)
i	CCN(CC(=O)Nc1ccc(S(=O)(=O)N2CCCC2)cc1)CC(=O)Nc1ccccc1C(F)(F)F
i	O=C(Cc1cccc(NC(=O)C2CCCN(C(=O)c3ccccc3)C2)c1)Nc1cccc(C(=O)N2CCCCC2)c1 (stereo not drawn)
i	CN1CCN(C(=O)CCCN2C(=O)/C(=C/c3ccc(Cl)cc3)SC2=S)CC1
i	CC(=O)NC(CC(=O)OCC(=O)N1CCN(S(=O)(=O)c2ccc(C)cc2C)CC1)c1ccccc1 (stereo not drawn)
i	COc1ccc2nc(NCc3ccc(OC)c(OC)c3OC)sc2c1
i	Cc1ccc(S(=O)(=O)N2CCN(C(=O)CCOc3cc(C)ccc3C)CC2)cc1
i	O=C(CN1C(=O)NC2(CCCC2)C1=O)Nc1cc(Cl)ccc1Oc1ccccc1
i	COc1ccc(S(=O)(=O)N2CCCCC2)cc1NC(=O)Cc1cccc(C(F)(F)F)c1
i	CCN(CC(=O)Nc1c(F)cccc1F)C(=O)c1cn2ccccc2n1
i	O=C(O)CSc1nnc(-c2cccc(S(=O)(=O)N3CCOCC3)c2)n1-c1ccc(F)cc1
i	Cc1cc(NS(=O)(=O)c2ccc(NC(=O)Cc3ccc([N+](=O)[O-])cc3)cc2)nc(C)n1
i	O=C(CCNS(=O)(=O)c1ccc(F)c(F)c1)NCCN1CCOCC1
i	COc1ccccc1NS(=O)(=O)c1cc(NC(=O)C2CCCO2)ccc1C (stereo not drawn)
i	C[C@]12c3[nH]c4ccccc4c3CCN1C(=O)C(CC(=O)NCCc1ccccn1)C[C@@H]2C(=O)N1CCOCC1 (stereo partly drawn)
i	Cc1ccc(O)c(N)c1
i	COc1ccc(NC(=O)CNc2cc(S(=O)(=O)N3CCOCC3)ccc2N2CCOCC2)c(OC)c1
i	COc1cc(OC)cc(C(=O)OCC(=O)NC2CCCCCC2)c1
i	O=C(COC(=O)CN1C(=O)NC2(CCCCC2)C1=O)Nc1cc(F)ccc1F
i	CC(C)N(C(=O)[C@H]1CC(CC(=O)NCCC2=CCCCC2)C(=O)N2CCc3c([nH]c4ccccc34)[C@]12C)C(C)C (stereo partly drawn)
i	O=C(COC(=O)/C=C/c1ccc(Cl)cc1)Nc1cccc(S(=O)(=O)NC2=NCCCCC2)c1
i	OCC(CBr)(CBr)CBr
i	CCOc1ccc(/C=N/NC(=O)c2ccccc2Cl)cc1CN1CC2CC(C1)c1cccc(=O)n1C2 (stereo not drawn)
i	COc1cc(OC)c(C(=O)C=Cc2ccc(OC)c(OC)c2)c(OC)c1
i	O=C(CNc1cc(S(=O)(=O)N2CCOCC2)ccc1N1CCOCC1)Nc1cccc(C(F)(F)F)c1

Structural class: those above containing a Cl atom.
KCNK3 block	Structure
i	Cc1cc2c(cc1C)N(C(=O)CCl)CCN2C(=O)CCl
i	O=C1CCC(C(=O)OC(C(=O)Nc2cc(Cl)cc(Cl)c2)c2ccccc2)=NN1 (stereo not drawn)
i	Cc1cc(NC(=O)C(Cl)Cl)cc2c1OCO2
i	CCOC(=O)N1CCC2CC1c1cc(Cl)ccc12 (stereo not drawn)
i	O=C(COC(=O)c1ccc(S(=O)(=O)N2CCCCCC2)cc1)NCc1ccc(Cl)cc1
i	CN1OC[C@@H]2CN(Cc3ccc(Cl)cc3)[C@H](c3cccc(Br)c3)C[C@@H]21
i	CN1C[C@@H]2[C@@H]3C(=O)N(C)C(=O)[C@@H]3[C@](Cc3ccccc3)(C1=O)N2C(=O)c1ccc(Cl)cc1
i	COc1ccc(-c2noc(CCC(=O)N3CCN(c4ccccc4Cl)CC3)n2)cc1
i	O=C(CN1C(=O)NC(Cc2ccccc2)C1=O)Nc1ccc(F)c(Cl)c1 (stereo not drawn)
i	CN1CCN(C(=O)CCCN2C(=O)/C(=C/c3ccc(Cl)cc3)SC2=S)CC1
i	O=C(CN1C(=O)NC2(CCCC2)C1=O)Nc1cc(Cl)ccc1Oc1ccccc1
i	O=C(COC(=O)/C=C/c1ccc(Cl)cc1)Nc1cccc(S(=O)(=O)NC2=NCCCCC2)c1
i	CCOc1ccc(/C=N/NC(=O)c2ccccc2Cl)cc1CN1CC2CC(C1)c1cccc(=O)n1C2 (stereo not drawn)

From PubChem
